From PubChem BioAssay
Yeast life ext – yeast lifespan extension | S. cerevisiae growth with nicotinamide, OD615; deaD strain in restrictive glucose medium | AID 775 | inhibition of the nicotinamide effect, % at 10 µM | 130,000 compounds, 0.68% hits;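 active means inhibition above a set limit, placed 3 SD over the median of all compounds, cut at about 26% in these data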;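 further: 0% = nicotinamide-treated wells and 100% = cells grown without nicotinamide; some compounds called inactive have numbers as strong as hits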
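System: DeaD-strain S. cerevisiae / Buffer or medium: CSMM-D, restrictive glucose (dextrose) synthetic minimal medium / Probe or stimulus: nicotinamide, 1.5 mM, co-present with compound / Compound: one concentration, 10 µM, DMSO 0.25% / Incubation: 48 h compound exposure at 30 °C, humidified / Technique: optical density (absorbance) at 615 nm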
Measles CPE – protection of cells from measles virus. protection (pct of control), % at 4 µM. Measles virus-infected cells, CPE protection, absorbance. 140,000 compounds, 1.5% hits; in the data active means protection mostly above about 24%, no sharp cut-off; inactive means mostly below about 26%; further: some compounds called inactive have numbers as strong as hits
Phagocyt inh – inhibitors of macrophage phagocytosis; J774A.1 macrophage IgG-bead phagocytosis, imaging; inhibition, % at 5 µM; 110,000 compounds, 0.07% hits;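 active means inhibition above the mean of the plate negative controls plus 5 SD, cut at about 13% in these data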;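 further: phagocytic index as fraction of beads internalized from green versus red external bead signal; plate controls were DMSO negative control for no effect and cytochalasin-D positive control for full effect; some results beyond the cut were filed as inactive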
E-sel TNF inh – blocks E-selectin expression induced by TNF alpha. HUVEC TNFa-induced E-selectin immunofluorescence, high content. inhibition, % at 2 µM. 120,000 compounds, 0.71% hits. AID 1246;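 active means inhibition above the batch mean plus 3 SD, and confirmed as a hit on visual image review, cut at about 43% in these data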;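 further: 0% = TNF-stimulated DMSO wells and 100% = unstimulated control wells; not every result past the cut was called active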
PTEN del growth – PTEN-deleted cell growth suppression; HCT116 PTEN-null viability, CellTiter-Glo, 60 h; stronger effect = lower value; viability, % at 10 µM; 140,000 compounds, 1.2% hits; AID 827;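 active means viability at or below a set limit, 4 SD under the median of all tested compounds, cut at about 3.7% in these data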;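 further: PTEN knockout HCT116 line with beta catenin targeted HCT116 as companion control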
GALR2 blocker – antagonists of human galanin receptor 2 (GALR2). inhibition, % at 4 µM. O43603. GALR2-expressing cells, antagonist mode. AID 828. 140,000 compounds, 0.39% hits; in the data active means inhibition above about 27%;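 further: cells stimulated with galanin 1-16 at roughly its EC80; 0% = agonist challenge control and 100% = basal control without agonist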
Target sequence (O43603 whole entry, looked up): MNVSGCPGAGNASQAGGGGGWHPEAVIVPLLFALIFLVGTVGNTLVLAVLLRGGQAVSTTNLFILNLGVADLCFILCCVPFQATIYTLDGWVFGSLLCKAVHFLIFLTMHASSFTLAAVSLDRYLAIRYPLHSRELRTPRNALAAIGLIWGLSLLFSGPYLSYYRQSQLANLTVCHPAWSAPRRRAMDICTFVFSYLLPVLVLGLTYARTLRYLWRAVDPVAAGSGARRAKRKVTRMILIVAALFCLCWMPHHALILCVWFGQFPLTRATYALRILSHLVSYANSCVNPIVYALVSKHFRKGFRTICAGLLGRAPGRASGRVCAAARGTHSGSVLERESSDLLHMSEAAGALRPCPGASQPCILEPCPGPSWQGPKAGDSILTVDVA
HCT116 bCat-KO – beta-catenin-lacking colon tumor cell growth suppression | AID 818 | HCT116 beta-catenin knockout viability, CellTiter-Glo, 60 h; stronger effect = lower value | viability, % at 10 µM | 140,000 compounds, 1.5% hits;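 active means viability at or under a set limit, the compound median less 4 SD, cut at about 6% in these data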;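 further: 0% = Hyamine 1622 control at 20 µM and 100% = untreated cell control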
BB579 growth dn – reduces growth of yeast BB579 in restrictive medium; AID 804; S. cerevisiae BB579 growth, OD615, 48 h; inhibition, % at 10 µM; 140,000 compounds, 0.51% hits;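 active means inhibition above a set limit, 3 SD over the mean compound inhibition, cut at about 44% in these data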; further: inactives centre near -24
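Detection: OD615 turbidity measurement; Material: Saccharomyces cerevisiae DeaD strain BB579, replicative lifespan model yeast; Timing: 48 h exposure, 30 °C; Doses: single 10 µM dose; Medium: CSMM-D restrictive synthetic medium containing dextrose (glucose); Controls: amphotericin B at 10 µg/mL as positive control.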
MRP-1 activ – activates MRP-1; H69AR cells + doxorubicin, viability rescue, CellTiter-Glo; viability increase, % at 10 µM; 140,000 compounds, 0.61% hits; AID 799;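 active means viability gain under doxorubicin at or above a set limit, the compound median plus 3 SD, cut at about 4.7% in these data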;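 further: MRP-1 overexpressing cells given doxorubicin 25 µM after compound pretreatment; 18-22 h compound pretreatment then 72 h with doxorubicin before readout; 0% = doxorubicin-only wells and 100% = vehicle-treated cells without doxorubicin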
NPY-Y2 antag – NPY-Y2 (human) receptor antagonism | 140,000 compounds, 0.99% hits | inhibition, % at 2.7 µM | NPY-Y2 expressing cells, antagonist mode | AID 793; in the data active means inhibition above about 17%;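 further: 0% = vehicle with agonist challenge and 100% = reference antagonist with challenge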
Target sequence (P49146 whole entry, looked up): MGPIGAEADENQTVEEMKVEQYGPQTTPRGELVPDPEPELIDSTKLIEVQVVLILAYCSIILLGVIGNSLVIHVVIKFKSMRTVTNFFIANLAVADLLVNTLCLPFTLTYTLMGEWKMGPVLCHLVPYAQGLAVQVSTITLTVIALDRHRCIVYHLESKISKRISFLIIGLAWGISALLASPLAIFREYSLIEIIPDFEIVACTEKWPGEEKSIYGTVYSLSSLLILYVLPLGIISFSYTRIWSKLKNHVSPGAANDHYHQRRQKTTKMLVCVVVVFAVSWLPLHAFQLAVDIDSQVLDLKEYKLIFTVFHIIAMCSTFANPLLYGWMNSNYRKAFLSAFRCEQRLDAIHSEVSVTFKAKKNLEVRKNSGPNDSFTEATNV
Starred values were filed as active, the others as inactive; . = no result given.

compound,Yeast life ext,Measles CPE,Phagocyt inh,E-sel TNF inh,PTEN del growth,GALR2 blocker,HCT116 bCat-KO,BB579 growth dn,MRP-1 activ,NPY-Y2 antag
O=C(CSc1ccc(Cl)cc1)Nc1cccc(-c2nc3ccccc3[nH]2)c1,4,5,-10,1,68,1,86,-42,-5.9,2
COCCNC(=O)c1ccccc1NC(=O)COc1ccccc1,-15,2,5,20,88,0,88,-48,0.3,3
Nc1cccc(-c2nc3cc(S(=O)(=O)c4ccc5oc(-c6cccc(N)c6)nc5c4)ccc3o2)c1,-14,7,.,-1,95,4,108,-4,3.3,1
c1csc(-c2nnc(NC3CCCCC3)c3ccccc23)c1,-7,24,-6,-6,38,4,56,-13,1.7,2
CN1/C(=C\C(=O)Nc2cccnc2)c2ccccc2CC1(C)C,7,4,.,-6,35,10,50,-5,-2.3,6
OC1CCN(Cc2cccc(Oc3ccccc3)c2)CC1,-5,5,-1,-40,88,11,93,14,1.3,2
Cc1sc(NC(=O)c2ccc(F)cc2)c(CN2CCCCCC2)c1C,4,3,-2,.,62,5,51,-31,-1.7,0
CC(C)CN1C(=O)/C(=C/c2cccs2)NC1=S,.,7,.,7,85,8,89,-8,-3.2,5
CCOC(=O)N1CCC(NC(=O)C2CCCN(C(=O)c3cc4sccc4n3C)C2)CC1 (stereo unspecified),-11,4,-1,.,88,2,89,-5,-0.9,1
CN1CCN(S(=O)(=O)c2ccc(NC(=S)NC(=O)C3CC3)cc2)CC1,3,7,-5,.,102,6,95,-20,-1.6,2
CC(=O)N1CCC(N2CCN(c3ccccc3F)CC2)CC1,-1,3,3,-1,96,-4,94,-21,-0.2,-2
CCCn1c(SCC(=O)c2cc(OC)ccc2OC)nnc1-c1ccco1,-4,8,0,.,106,-3,95,-12,-2.5,1
Cn1nnnc1SCC(=O)N1c2ccccc2CCc2ccccc21,-4,18,-1,-4,86,7,84,-28,-3.5,-1
O=C(Nc1nccs1)C1CC2CCC1C2 (stereo unspecified),0,23,.,.,.,7,89,-42,1.7,0
Cc1cc(C)c2oc(=O)cc(CN3CCN(Cc4ccc5c(c4)OCO5)CC3)c2c1,-8,4,-1,.,87,-7,84,-58,-1.3,3
CCOC(=O)CSc1nnc(CNC(=O)c2cccs2)n1-c1ccccc1,-4,7,-2,-24,91,1,101,7,-3.2,1
O=C(Nc1cccc2c1CCCC2)c1ccc(Cl)c([N+](=O)[O-])c1,2,25,22,.,98,0,92,6,-0.9,4
CCc1nnc(NC(=O)CSc2nc(-c3ccccc3)c(-c3ccccc3)o2)s1,-3,17,-6,.,36,3,46,-10,-3.2,0
Cc1ccc2c(CN3CCN(Cc4ccc5c(c4)OCO5)CC3)cc(=O)oc2c1C,-7,14,3,11,62,4,69,-32,-0.6,5
CC(C)C(C(=O)N1CCOCC1)N1C(=O)c2ccccc2C1=O (stereo unspecified),-15,10,0,.,95,-27,109,4,-0.6,0
Cc1cccc(NC(=S)N=Nc2c(O)[nH]c3ccccc23)c1,-2,12,-4,-5,15,12,16,-37,-4.0,-2
O=C(Nc1c(C(=O)C2CC2)oc2ccccc12)c1ccc(Cl)cc1,-4,16,.,.,85,6,91,-29,2.1,2
COc1ccc(NC(=O)N2CCN(c3cccc(C(F)(F)F)c3)CC2)cc1,-14,10,0,-9,93,-5,94,-31,-1.1,4
COc1cc2c(cc1OC)C(c1ccccc1F)OC(=O)C2 (stereo unspecified),-4,11,.,-20,95,4,94,-10,1.2,3
Cn1c(=O)[nH]c(=O)c2c1nc(Sc1nc3ccccc3s1)n2Cc1ccccc1,-9,2,0,.,89,9,83,-22,-2.6,4
CCOc1ccccc1Nc1nc2ccccc2n2cnnc12,-2,3,.,-31,81,1,76,-30,-1.9,2
CCCCOc1ccc(C2CC(=O)N(C)C2=O)cc1 (stereo unspecified),-6,14,.,-33,98,7,93,-13,-2.3,-1
COc1ccc(CNS(=O)(=O)c2cccc(S(=O)(=O)N3CCOCC3)c2)cc1,-8,21,0,-4,99,8,79,-40,-0.2,4
COc1ccc(/C=C/C(=O)Nc2c(C)nn(C)c2C)cc1COc1ccc(Br)cc1,.,18,.,-3,96,-1,93,21,7.1*,8
COc1cccc(Oc2ccc(N/C=C/C(=O)C(C)(C)C)cc2)c1,21,9,-4,8,71,-1,91,-50,-0.6,3
COCCn1c(SCc2ccccc2Cl)nc2c1c(=O)[nH]c(=O)n2C,-6,4,1,8,90,8,75,-35,-3.2,0
CC/C(=N\NC(=O)c1ccc(CN(C)S(=O)(=O)c2ccc(C)cc2)cc1)c1ccc(OC(F)F)cc1,0,22,-7,.,82,7,70,-35,-2.9,5
CCCNS(=O)(=O)c1ccc(OCC(=O)N2CCC(C(=O)OCC)CC2)cc1,-6,15,-2,-5,103,-9,91,-50,-2.5,-1
Nc1n[nH]c(-c2ccccc2)n1,17,10,.,4,93,-4,97,-39,-1.8,1
CCOc1ccccc1N1CSC2=C(C#N)C(c3c(OC)ccc4ccccc34)CC(=O)N2C1 (stereo unspecified),-6,15,1,.,57,8,66,-20,-3.7,3
Cc1ccc(S(=O)(=O)c2ccc(Cl)cc2)cc1S(=O)(=O)NC(C)C(=O)O (stereo unspecified),1,7,-5,-18,103,10,96,-23,-0.8,2
O=C(CCC1CCCC1)Nc1ccc([N+](=O)[O-])cn1,-1,18,-4,.,87,5,89,10,-0.2,-1
COc1ccccc1NC(=O)Cn1cnc2sc(C(=O)NCc3ccco3)c(C)c2c1=O,-24,4,8,14,86,3,90,-19,-5.3,2
O=C1CC(N2CCC(c3nc4ccccc4o3)CC2)C(=O)N1Cc1cccs1 (stereo unspecified),-3,19,2,-5,96,-3,90,-19,-1.6,0
Cc1ccc(C2CC(=O)Nc3c2ccc2ccccc32)cc1[N+](=O)[O-] (stereo unspecified),4,6,.,6,65,2,69,-3,-2.1,6
Cn1c(O)c(N=NC(=O)c2cc(-c3cccs3)nc3ccccc23)c2ccccc21,-2,24,-6,.,30,-9,34,-11,-3.9,4
Cc1ccc(S(=O)(=O)Cc2ccc(C(=O)NCc3cccs3)o2)cc1,-12,19,0,14,98,-5,90,-10,-0.2,-2
CCCCc1oc2c(c(=O)c1C)C(=O)CC(c1ccccc1)C2 (stereo unspecified),60,8,-1,10,73,-14,84,-18,-0.8,4
S=C(NCCc1ccccc1)N/N=C/c1ccccc1Cl,-2,11,.,.,93,1,93,-26,-1.8,43*
Cc1nc2ccc(NC(=O)CCS(=O)(=O)c3ccc(Cl)cc3)cc2s1,-1,12,2,.,82,7,93,-27,-0.8,1
N#Cc1cccc(NC(=O)CSc2ccccc2)c1,0,4,-2,-8,103,-5,100,-19,0.1,2
CCC1(C)Cc2c(sc3nnn(CC(=O)Nc4ccc(Cl)cc4)c(=O)c23)CO1 (stereo unspecified),5,11,2,-30,52,5,45,-54,9.3*,2
O=C(CSc1nnnn1-c1ccccc1)Nc1ncc(Cc2ccccc2Cl)s1,1,10,-3,7,91,1,93,-26,1.1,2
CCN(CC)CCCNC(=O)C1CCN(C(=O)c2cc3sccc3n2Cc2ccc(F)cc2)CC1,-7,11,-1,.,69,8,55,6,-2.3,1
CCCCCNc1c(C(=O)OCC)c(=O)[nH]c2ccccc12,-8,36*,0,-35,29,8,27,-19,-1.4,1

Additional entries
compound,Yeast life ext,Measles CPE,Phagocyt inh,E-sel TNF inh,PTEN del growth,GALR2 blocker,HCT116 bCat-KO,BB579 growth dn,MRP-1 activ,NPY-Y2 antag
COc1ccc(NC(=O)c2ccc3nccnc3c2)cc1,.,7,.,0,93,9,97,-10,-3.6,3
COc1ccc(Cl)c(N2CCN(CCCNC(=O)Nc3ccc(C)cc3)CC2)c1,-11,12,2,31,25,-1,21,-35,-2.6,6
COc1cc2cc(C(c3nnnn3C3CCCC3)N(C)C3CCCCC3)c(=O)[nH]c2cc1OC (stereo unspecified),-9,32,.,-3,83,0,80,-19,-2.5,1
c1ccc(C(c2ccccc2)N2CCN(Cc3nnnn3C3CCCCC3)CC2)cc1,.,16,.,-5,91,-4,77,-26,-3.1,0
CCN1C2=C(C(=O)CCC2)C(c2ccc(O)cc2)C2=C1CCCC2=O,-10,9,1,-47,102,3,96,4,-0.2,2
CCOC(=O)C(Sc1cc(C)nc(N)n1)C(C)=O (stereo unspecified),-15,5,0,27,92,4,88,-32,-1.7,0
CNC(=O)[C@@H]1C[C@H]1[C@@H](NC(=O)OCc1ccccc1)c1ccccc1,-1,14,.,-22,66,2,66,-31,-2.9,0
O=C1c2ccccc2C(=O)N1CCSC(=S)N1CCOCC1,-12,3,-2,-23,95,-3,105,0,0.1,4
CCCCOC(=O)C1=C(C)Nc2ncnn2C1c1cccc(OC)c1OC (stereo unspecified),-7,6,-1,-8,93,-20,95,-26,-1.4,8
COc1ccc(-n2c(=O)cc(N3CCN(c4ccccc4F)CC3)[nH]c2=O)cc1,-16,24,-2,-30,98,5,107,-20,-0.6,5
CCN(CC)S(=O)(=O)N1CCC(C(=O)NC2CCCc3ccccc32)CC1 (stereo unspecified),-5,9,.,11,90,16,89,-20,-2.2,1
CC(=O)n1nc(-c2cccnc2)nc1N,-5,36,0,.,103,1,93,-30,-0.8,0
O=C(Nc1ccc(NC(=O)c2ccco2)nc1)c1ccccn1,-9,-1,3,-35,78,5,75,-37,-0.5,1
COc1ccc(Nc2nc(N)nc(CSc3n[nH]c(-c4ccccc4)n3)n2)cc1,-14,3,.,3,74,8,81,-13,1.9,0
CCOc1ccc(CNc2nc3ccccc3n2CCN2CCOCC2)cc1,.,7,.,-24,71,1,80,-12,-2.6,6
CCn1c(SCC(=O)N2CCCCC2C)nc2ccsc2c1=O (stereo unspecified),-5,37,2,-4,91,4,97,-24,-2.8,5
CCC(CC)C(=O)Nc1cccc(/C(C)=N/NC(=O)c2ccccc2Cl)c1,-4,8,-2,-6,95,4,101,12,-0.4,1
CCC(=O)Nc1ccc(S(=O)(=O)Nc2ncccn2)cc1,2,7,-1,12,102,6,89,-22,0.1,2
O=c1c2cnn(-c3ccccc3)c2ncn1Cc1ccco1,-10,13,-1,17,95,-2,92,-8,-2.0,4
O=C(COc1cc(Cl)ccc1Cl)Nc1nnc(CC(=O)N2CCOCC2)s1,-17,6,-1,8,94,-14,89,-28,-2.5,5
CCn1c(SCC(=O)N2CCN(c3ccc(F)cc3)CC2)nnc1-c1ccncc1,-10,16,-1,.,94,1,84,-75,-0.6,-1
COC(=O)CSc1nc2c(c(=O)n(C)c(=O)n2C)n1CCCc1ccccc1,-19,3,-1,.,91,-7,87,-51,-0.7,6
